CAL PDZ FP = inhibitors of human CAL PDZ peptide binding. AID 602252. purified CAL PDZ, TMR-peptide fluorescence polarization, 1 h. Q9HD26. inhibition, % at 24.9 µM. hit rate 0.92% among 300,000;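 active = mean inhibition of at least 30% with at least half of replicates also reaching 30%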;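 note: 0% = DMSO neutral control and 100% = excess unlabeled competitor peptide PRC23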
Keap1 Nrf2 FP = inhibitors of human Keap1-Nrf2 protein-protein interaction. Keap1 Kelch-Nrf2 peptide fluorescence polarization, 1536-well. inhibition, % at 9.4 µM. hit rate 0.15% among 340,000. AID 504523; in the data active = inhibition above about 12%;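 note: human Keap1 Kelch domain with fluorescein labeled Nrf2 9mer peptide probe; 0% = neutral control wells and 100% = peptide positive control; higher means more block of Keap1 binding to Nrf2 peptide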
cardiac RTF act = increases calcium sensitivity of human cardiac regulated thin filaments. activation, % at 7.2 µM. P19429+P45379. hit rate 0.24% among 340,000. IANBD-labeled TnC RTF fluorescence at EC20 calcium; 0% EC20 calcium, 100% full calcium. AID 493008;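 active = activation above the mean over all tested compounds plus 3 SD, cut at about 30% in these data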;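 note: rise in fluorescence read as greater calcium sensitivity of cardiac thin filaments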
HTR5A ag = HTR5A agonism, opioid heterodimer counter-screen; hit rate 0.61% among 340,000; activation, % at 9.3 µM; HTR5A agonist assay, luminescence, cell-based; AID 504692; P47898; in the data active = activation mostly above about 9.5%, no sharp cut-off; inactive = mostly below about 7.6%;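 note: 0% = cells with vehicle only and 100% = reference agonist; strong numbers were not always called active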
V-ATPase pH = yeast V-ATPase proton transport regulation by pHLuorin | S. cerevisiae, pHLuorin cytosolic pH fluorescence | response, % at 10 µM | hit rate 0.37% among 350,000 | AID 504577; in the data active = response mostly above about 7.3%, no sharp cut-off; inactive = mostly below about 5.4%; note: actives read high; inactives centre near 0; some compounds called inactive have numbers as strong as hits; reference of the scale not given here
C-LANA FP = blocks KSHV LANA C-terminal domain binding to DNA; AID 504423; inhibition, % at 9 µM; hit rate 0.078% among 340,000; MBP-C-LANA/FAM-LBS DNA binding, fluorescence polarization;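 active = highest replicate inhibition at or above 60% at 9 µM, even if other replicates fall short; inactive = all replicates below 60% inhibition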;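 note: 0% = neutral control wells and 100% = 4 µM acridine orange control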
RTF Ca sens inh = cardiac RTF calcium desensitization; IANBD-labeled cardiac RTF, Ca2+ fluorescence; inhibition, % at 7.15 µM; hit rate 0.12% among 340,000;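 active = inhibition above the mean inhibition of all tested compounds plus 3 SD, cut at about 17% in these data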;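 note: assay run at fixed EC70 calcium of 1.6 mM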
HTR5A inv ctr = inverse agonist of human HTR5A in OPRM1-OPRD1 counter-screen | inhibition, % at 9.3 µM | HTR5A cell line, luminescence, inverse agonism | hit rate 0.083% among 340,000 | AID 504634; in the data active = inhibition mostly above about 23%, no sharp cut-off; inactive = mostly below about 18%;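 note: 0% = cells with DMSO and 100% = no-cell wells with DMSO; some compounds called inactive have numbers as strong as hits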
OPRM1-OPRD1 ag = OPRM1-OPRD1 heterodimerization agonism | cells, luminescence | activation, % at 9.3 µM | hit rate 0.3% among 340,000 | AID 504326; in the data active = activation above about 18%;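 note: 0% = vehicle-treated cells and 100% = reference agonist; values of inactives mirror those of a sister screen read the other way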
Target sequence (P35372 whole entry, looked up): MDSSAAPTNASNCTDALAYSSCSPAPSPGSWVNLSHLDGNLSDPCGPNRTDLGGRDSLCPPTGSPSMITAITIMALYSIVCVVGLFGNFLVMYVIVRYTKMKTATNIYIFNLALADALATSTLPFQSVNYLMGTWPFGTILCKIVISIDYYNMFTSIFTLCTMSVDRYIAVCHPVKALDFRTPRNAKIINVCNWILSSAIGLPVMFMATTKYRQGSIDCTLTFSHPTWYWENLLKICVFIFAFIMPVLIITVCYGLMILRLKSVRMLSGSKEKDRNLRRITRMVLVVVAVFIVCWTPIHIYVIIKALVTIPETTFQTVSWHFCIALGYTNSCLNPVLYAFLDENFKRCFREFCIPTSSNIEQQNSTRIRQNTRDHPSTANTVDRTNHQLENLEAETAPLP
Target sequence (P41143 whole entry, looked up): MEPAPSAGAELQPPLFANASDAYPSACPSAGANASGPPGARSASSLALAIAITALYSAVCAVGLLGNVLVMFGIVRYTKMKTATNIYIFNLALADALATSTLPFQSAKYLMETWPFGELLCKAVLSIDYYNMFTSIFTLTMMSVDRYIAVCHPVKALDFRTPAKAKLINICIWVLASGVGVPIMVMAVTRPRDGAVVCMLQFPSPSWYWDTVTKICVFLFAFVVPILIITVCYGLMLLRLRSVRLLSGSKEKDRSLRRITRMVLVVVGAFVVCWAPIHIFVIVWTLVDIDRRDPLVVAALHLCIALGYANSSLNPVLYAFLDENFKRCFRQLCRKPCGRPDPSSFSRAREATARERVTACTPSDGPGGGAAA
MOR-DOR inv ag = inverse agonist of human OPRM1-OPRD1 heterodimerization. cell-based MOR-DOR heterodimer luminescence, inverse agonism. inhibition, % at 9.3 µM. hit rate 0.21% among 340,000; in the data active = inhibition above about 22%, passing the limit was not always enough;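 note: 0% = cells with DMSO and 100% = wells without cells with DMSO; values of inactives mirror those of a sister screen read the other way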
Active calls of the source: *; nt = not tested or not shown. Rows were taken by chance; about 2.8% have a hit in one of these screens.

SMILES	CAL PDZ FP	Keap1 Nrf2 FP	cardiac RTF act	HTR5A ag	V-ATPase pH	C-LANA FP	RTF Ca sens inh	HTR5A inv ctr	OPRM1-OPRD1 ag	MOR-DOR inv ag
Cn1cc(C(=O)N/N=C/C(Br)=C/c2ccccc2)ccc1=O	-5	0	3	-2	6	2.0	7	4	-1.6	10
COC(=O)CCCC1=CC2=C(c3ccccc3)C(=O)C(C)(OC(=O)C3CCCC3)C(=O)C2=CN1Cc1ccc2c(c1)OCO2 (configuration not stated)	-1	-2	-3	16	-2	2.0	-11	-43	-0.1	0
CC1=CC(c2ccccc2)n2nc(N3C(=O)c4ccccc4C3=O)nc2N1 (configuration not stated)	-1	-1	3	-1	1	0.4	-1	-4	-2.7	14
CCCC(=O)Nc1nnc(Sc2ccc(N(C)C)cc2)s1	-4	-4	-5	-1	1	-0.8	0	-14	0.6	-4
O=C(Nc1ccc(Cl)cc1)c1cc2c(cc1O)[nH]c1ccccc12	0	1	-3	14*	-2	-0.1	9	-50	6.0	-28
O=C(CN(Cc1ccco1)C(=O)CNS(=O)(=O)c1ccc(Cl)cc1)NC1CCCCC1	-2	-5	-2	1	-1	2.8	1	-6	-2.6	12
COc1ccc([C@@H]2C[C@@H](c3ccccc3)Oc3cc(C)cc(C)c32)cc1	-3	6	0	25*	2	0.6	-3	-68	-0.2	1
CC1=NNC(=O)c2ccccc2O1	-5	4	1	3	7	0.6	-2	-8	-2.1	10
O=C(Nc1cccc(-c2cn3cccnc3n2)c1)c1ccc2c(c1)OCO2	-6	1	-2	0	1	-0.9	-1	1	-0.4	2
CC(C)CN(CC(C)C)S(=O)(=O)N1CCC(C(=O)NCc2ccco2)CC1	-2	-6	4	-3	0	1.1	1	8	-2.1	11
CCOC(=O)/C(C#N)=C\C1=C(N2CCCC2)CC(C)(C)OC1	-1	2	-2	2	4	-1.2	-12	17	-3.5	16
CCN(CC(=O)NCc1ccc(F)cc1)C(=O)Cc1ccc(OC)cc1	-1	-1	-1	-2	1	-1.5	-5	-5	0.3	-2
O=C(O)c1cc2cccc(S(=O)(=O)N3CCCCC3)c2cc1O	-3	-6	-5	-2	-4	1.8	-8	6	-0.2	1
Cc1nc(NC(=O)COC(=O)C2CC3CCCC(C2)C3=O)c(Cl)cc1Cl (configuration not stated)	nt	-2	-8	-2	1	-0.3	3	8	-2.2	11
CCOC(=O)N1CCN(C2CC(=O)N(c3ccc(Oc4ccccc4)cc3)C2=O)CC1 (configuration not stated)	-2	-5	0	8	2	-1.1	-4	-13	-1.1	6
COc1cc(OC)c(C(=O)OCC(=O)c2cc(C)n(CC3CCCO3)c2C)cc1OC (configuration not stated)	-2	0	4	5	-1	1.5	-5	0	-0.9	4
C#CCNC(=O)C1=C[C@H](c2ccc(C(F)(F)F)cc2)[C@@H](CCCO)[C@H](OCC)O1	0	-3	-3	-2	-3	0.4	-8	-15	-2.9	16
COc1ccc(OCC(=O)NNC(=O)c2c(-c3ccccc3Cl)noc2C)cc1	-11	-7	2	-3	7	0.7	-2	13	-2.5	13
COC(=O)c1c(C(=O)OC)c2n(c1C)CCS2	-2	-1	3	-1	2	-1.4	1	-18	-2.2	11
COc1cc(Br)cc(C=Nc2cccc(C(F)(F)F)c2)c1O	-1	-3	15	4	2	0.7	-5	-14	4.3	-23
COc1ccc(OC)c(N2CC(O)(c3cccs3)[N+]3=C2SCCC3)c1 (configuration not stated)	-2	-3	-2	0	4	-1.8	-2	13	-1.6	7
Cc1ccc(NC(=O)N2CCC(NC(=O)C(C)(C)C)CC2)cc1	-2	0	1	6	-2	1.6	-12	-18	-1.7	9
CS(=O)(=O)Nc1ccc(C2=NN(S(C)(=O)=O)C(c3cccs3)C2)cc1 (configuration not stated)	-6	-7	-2	-8	-2	-0.9	0	22	-0.7	5
Cc1cccc(NC(=S)N2CCC(C(=O)c3ccc(F)cc3)CC2)c1C	-2	-2	-7	4	0	1.9	-12	2	-0.2	1
CC(=O)NC(Cc1ccc(F)c(F)c1)C(=O)NC1CCN(S(=O)(=O)c2ccc(C)cc2)CC1 (configuration not stated)	-3	3	20	-1	5	3.3	-4	7	-2.4	15
Cc1cc(=O)oc2n[nH]c(-c3ccccc3)c12	-3	-3	1	-3	-2	-0.4	-14	7	-1.0	5
CC(C)c1ccc(/C=C2\SC(N3CCOCC3)=NC2=O)cc1	-1	1	0	4	-7	-0.1	2	-31	-1.1	6
CCCc1nc2sc3c(c2c(=O)[nH]1)CCCC3	5	-2	5	-3	3	-2.5	-4	9	-2.5	12
COCCNC(=O)CSc1nc2ccccc2c(=O)n1CC1CCCO1 (configuration not stated)	1	-2	1	-2	-7	0.5	-4	5	-1.8	9
CCOC(=O)CSc1ccc(S(=O)(=O)N2CCCCC2)cc1[N+](=O)[O-]	nt	2	-2	-3	0	1.3	-10	7	-1.2	6
Cc1cc(C(=O)NNC(=O)CN2C(=O)NC(C)(c3ccccc3)C2=O)c(C)o1 (configuration not stated)	-1	6	-1	1	5	3.2	-2	-3	-3.4	18
CCOc1nc(NC(=O)NS(=O)(=O)Oc2cccc(Cl)c2)nc(-c2ccccc2)n1	0	4	-3	-1	0	0.5	-16	8	-1.8	9
CCOc1ccc(CC(C(N)=O)C(N)=O)cc1CN(C)C	-3	-2	1	1	-6	-0.5	2	-3	0.3	-1
CSc1nc(O)c(C(c2ccc(O)cc2)c2c(O)nc(SC)[nH]c2=O)c(=O)[nH]1	nt	3	6	0	0	-0.6	-4	-19	-0.8	4
C/C(=C\C(=O)c1ccc(Br)cc1)N1CCCCC1	-6	4	-6	-1	nt	-2.0	7	15	2.4	-13
Oc1ccc(N2CCN(Cc3nc4ccccc4[nH]3)CC2)cc1	1	4	1	0	-1	-1.8	-3	0	2.9	-16

Part of the list above with just HTR5A inv ctr:
SMILES,HTR5A inv ctr
CCOC(=O)CSc1ccc(S(=O)(=O)N2CCCCC2)cc1[N+](=O)[O-],7
Cc1cc(C(=O)NNC(=O)CN2C(=O)NC(C)(c3ccccc3)C2=O)c(C)o1 (configuration not stated),-3
CCOc1nc(NC(=O)NS(=O)(=O)Oc2cccc(Cl)c2)nc(-c2ccccc2)n1,8

The listing continues:
SMILES	CAL PDZ FP	Keap1 Nrf2 FP	cardiac RTF act	HTR5A ag	V-ATPase pH	C-LANA FP	RTF Ca sens inh	HTR5A inv ctr	OPRM1-OPRD1 ag	MOR-DOR inv ag
COC(=O)Nc1ccc(S(=O)(=O)Nc2ccccc2F)cc1	-4	4	3	1	8	-2.3	-9	8	0.5	-3
COc1ccc(-n2nc3c(N4CCC(C(=O)NCC(C)c5ccccc5)CC4)nnc(C)c3c2C)cc1 (configuration not stated)	-4	-5	-1	2	1	-1.7	-12	-9	1.0	-6
O=C(Nc1ccccc1N1CCN(c2ccccc2)CC1)c1ccccc1F	0	-3	-1	-2	23	-2.4	8	5	0.2	-1
COC(=O)Nc1ccc(S(=O)(=O)N2CCCC(C(=O)N3CCCCCC3)C2)cc1 (configuration not stated)	4	1	4	-1	0	0.6	-12	2	-2.1	10
Cc1ccc(-c2c[n+](CC(=O)Nc3ccccc3)c3n2CCC3)cc1	nt	-5	6	-4	1	-0.1	-10	2	-3.7	19
Cc1nn(-c2ccccc2)c(N)c1N=Nc1ccc(Cl)cc1	-2	-1	1	11*	-2	1.6	-4	-30	0.8	-6
COC(=O)c1ccc(C(=O)OC)c(NC(=O)CN2CCCCC2)c1	-4	2	-2	-1	-1	0.6	1	2	-1.4	7
CCOc1ccc(/C=N/n2nnnc2N)cc1O	-2	-2	1	-3	6	0.6	-9	-25	-1.2	6
O=C(Oc1ccc(C(=S)N2CCOCC2)cc1)c1ccc([N+](=O)[O-])cc1	-1	2	-5	-4	-2	0.6	0	17	1.0	-5
CC(=O)Nc1nnc(SCc2cccc(F)c2)s1	nt	-4	6	-2	-2	-0.7	-4	5	0.3	-2
O=C(COC(=O)c1n[nH]c2ccccc12)NC(=O)NC12CC3CC(CC(C3)C1)C2	-1	-1	1	1	0	0.4	-13	-3	11	-57
O=C(c1ccc(F)cc1)N1CCN(Cc2ccccc2Br)CC1	-2	-2	-5	5	2	0.2	3	10	-0.8	5
CN(C(=O)c1ccc(=O)[nH]c1)C1(C(=O)NC2CCCCC2)CCCCC1	-3	2	2	4	2	-0.2	-4	-1	-2.9	17
CCOC(=O)Cn1cc(C(=O)c2cccs2)c2ccccc21	7	-4	-3	7	-4	-4.6	0	-19	0.6	-4
O=C(Oc1ccc([N+](=O)[O-])cc1)c1cncc(Br)c1	0	-1	3	-5	-2	0.1	-1	11	-3.2	16
N#Cc1c(N)n(-c2ccc(C(=O)O)cc2)c2nc3ccccc3nc12	-3	-11	6	1	0	0.2	-5	1	-3.6	19
CC(C)CC1=NN(C(=O)c2ccncc2)C(O)(C(F)(F)F)C1 (configuration not stated)	nt	-7	1	-5	5	-0.9	-5	12	-2.6	14
Cc1sc2ncnc(Sc3ccccc3C(=O)O)c2c1C	2	1	-6	-2	1	0.4	2	6	-1.9	9
CN(C)c1cc(-c2ccc(F)cc2)oc(=O)c1Cl	nt	-2	-4	-1	1	-4.0	7	1	-0.2	1
Cc1cc(C)c(C#N)c(SCSCc2ccccc2)n1	-3	-1	1	-4	-1	0.5	-1	18	1.8	-10
CCNS(=O)(=O)c1ccc(CCC(=O)NCCc2ccc(OC)cc2)cc1	-5	1	0	0	4	-2.2	-11	21	-2.2	11
O=C(Cc1nnc(NC(=O)Nc2ccc(Cl)cc2)s1)NCc1ccccc1	-3	1	0	-3	2	-1.2	-3	9	1.1	-7
CCCCCCCNC(=O)C1(CC2CC(c3ccc(Cl)cc3)=NO2)CCN(C(=O)c2ccccc2)CC1 (configuration not stated)	-1	1	-4	7	-2	1.4	4	-6	-1.4	8
CC(C)(C)N(CC(=O)NC1CCCCC1)C(=O)CS(=O)CC(=O)Nc1ccc(F)cc1 (configuration not stated)	-4	-4	1	4	0	1.6	-11	-12	0.8	-7
Cc1cc2cc3c(cc2nc1SCc1ccc(C(=O)O)cc1)OCCO3	-3	-3	-9	-6	-2	0.1	-10	10	-1.2	6
CCCCC(=O)c1ccc(O)cc1	-5	0	7	-2	-5	-0.1	-2	13	-2.6	15
CC1(C)NC(=O)N(CC(O)CN2C(=O)NC(C)(C)C2=O)C1=O	nt	-5	3	0	-1	1.4	4	4	-0.9	5
COc1ccccc1N1CCN(CCN2C(=O)CC3(CCCC3)CC2=O)CC1	-2	-3	-2	1	-3	-4.5	-12	-38	2.6	-15
Cc1ccc(-n2ncc3c(NCc4ccco4)ncnc32)c(C)c1	nt	-7	1	-1	0	2.1	2	3	-0.1	1
Cc1ccc(NC(=O)c2cc(NC(=O)CCCC(=O)O)ccc2Cl)cc1Cl	nt	6	-8	1	-2	-0.2	-15	3	-1.3	5
Nc1c(N(C(=O)Nc2ccc(Cl)c(Cl)c2)C2CCCC2)c(=O)[nH]c(=O)n1Cc1ccccc1	-6	-1	6	6	2	-1.8	1	-15	-3.4	17
Cn1c(-c2ccc(F)cc2)cnc1SCC(=O)Nc1ccccc1	3	-1	5	-1	-3	-0.9	-5	10	3.2	-17

From PubChem BioAssay
